# Compound activity (PubChem BioAssay)
# TRPC6 activator: mouse TRPC6 channel activation. AID 2550. B-score at 10 µM. HEK293-TRPC6 membrane potential dye fluorescence; stronger effect = higher value. 310,000 tested, 0.13% active. Q61143;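 active = B-score of the integrated fluorescence ratio above library mean plus 3 SD, and starting fluorescence ratio within library mean plus 5 SD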;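 note: higher score means more depolarization so channel activation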
# TRPC6 inhibitor: mouse TRPC6 channel inhibition. HEK293-TRPC6, membrane potential dye, ACh-evoked depolarization; stronger effect = lower value. Q61143. B-score at 10 µM. 310,000 tested, 1.1% active;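 active = B-score under library mean minus 3 SD, initial fluorescence not abnormally high, positive integrated signal ratio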;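 note: B-score derived from integrated fluorescence ratio over the kinetic read; more negative B-score means stronger inhibition of depolarization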
# MrgX1 PAM: allosterically activates human MrgX1 receptor signaling; Q96LB2; MrgX1-HEK293, Fluo-4 calcium flux, FDSS; stronger effect = higher value; B-score at 10 µM; 310,000 tested, 0.63% active; AID 588675;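 active = plate-corrected calcium response at least 3 library SD above typical, normal starting fluorescence, not activating the receptor alone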;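 note: compound read alongside a low EC10 to EC30 dose of BAM8-22 agonist; peak minus trough fluorescence over baseline measured at the second addition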
# RGS4 block: human RGS4 inhibition; P49798; HEK293 M3R/RGS4 inducible, Fluo-4 calcium flux; stronger effect = higher value; triggered by carbachol at its EC20; B-score at 10 µM; 310,000 tested, 0.45% active; AID 463165;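 active = B-score, a plate-corrected calcium signal, over three deviations above library mean, with baseline fluorescence within five deviations of library mean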;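 note: RGS4 expression induced by doxycycline in cells with stable M3 receptor; B-score is computed from the integrated fluorescence ratio over baseline after carbachol; higher B-score means a larger calcium signal and so more RGS4 inhibition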
# Target sequence (P49798 whole entry, looked up): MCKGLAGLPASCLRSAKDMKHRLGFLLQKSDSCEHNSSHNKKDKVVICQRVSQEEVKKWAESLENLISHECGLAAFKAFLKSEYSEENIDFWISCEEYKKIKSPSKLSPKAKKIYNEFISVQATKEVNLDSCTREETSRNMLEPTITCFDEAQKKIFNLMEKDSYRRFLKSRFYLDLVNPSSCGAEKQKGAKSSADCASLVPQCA
# SKKanGAS inh: blocks kanamycin growth of S. pyogenes SKKanGAS strain; BacTiter-Glo, 6 h; inhibition, % at 7.5 µM; 300,000 tested, 1.3% active; AID 1662;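 active = mean replicate score, as percent of positive control median, at least 50; inconclusive = mean below 50 but one replicate at or above 50; inactive = mean and every replicate below 50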;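 note: strain carries kanamycin resistance gene driven by streptokinase promoter and grows in 40 µg/ml kanamycin; loss of luminescence reflects streptokinase promoter inhibition or plain growth inhibition; 0% = median of DMSO wells and 100% = positive control at its reference dose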
# RGS4 act: RGS4 potentiation or activation. HEK293 M3R/inducible RGS4, carbachol calcium flux Fluo4; stronger effect = lower value. B-score at 10 µM. 310,000 tested, 0.92% active;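 active = B-score of the integrated calcium signal more than 4 SD below the library mean, with starting fluorescence not abnormally high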;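 note: negative B-score means reduced calcium response which marks RGS4 activation or potentiation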
#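 test system = HEK293 cells with stable M3R and inducible RGS4 | schedule = recording 10 s baseline at 1 Hz, 100 s post-agonist | technique = Fluo4-AM (2 µM) calcium-flux fluorescence, kinetic read | measure = Agonist-evoked peak-minus-minimum fluorescence over baseline, integrated ratio, B score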
# TMEM16A act: activators or potentiators of mouse TMEM16A chloride channel. HEK293 TMEM16A/YFP-H148Q/I152L, iodide quench fluorescence; stronger effect = lower value. B-score at 10 µM. 340,000 tested, 0.3% active;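 active = fluorescence-ratio B-score plate-corrected deviation score at least 3 library SD below zero, with starting fluorescence score within 5 deviations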;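 note: channel opened by trigger with iodide after compound preincubation; score built on the fluorescence ratio of max minus min over baseline; more negative score means more quench and so TMEM16A activation or potentiation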
# Target sequence (Q8BHY3 whole entry, looked up): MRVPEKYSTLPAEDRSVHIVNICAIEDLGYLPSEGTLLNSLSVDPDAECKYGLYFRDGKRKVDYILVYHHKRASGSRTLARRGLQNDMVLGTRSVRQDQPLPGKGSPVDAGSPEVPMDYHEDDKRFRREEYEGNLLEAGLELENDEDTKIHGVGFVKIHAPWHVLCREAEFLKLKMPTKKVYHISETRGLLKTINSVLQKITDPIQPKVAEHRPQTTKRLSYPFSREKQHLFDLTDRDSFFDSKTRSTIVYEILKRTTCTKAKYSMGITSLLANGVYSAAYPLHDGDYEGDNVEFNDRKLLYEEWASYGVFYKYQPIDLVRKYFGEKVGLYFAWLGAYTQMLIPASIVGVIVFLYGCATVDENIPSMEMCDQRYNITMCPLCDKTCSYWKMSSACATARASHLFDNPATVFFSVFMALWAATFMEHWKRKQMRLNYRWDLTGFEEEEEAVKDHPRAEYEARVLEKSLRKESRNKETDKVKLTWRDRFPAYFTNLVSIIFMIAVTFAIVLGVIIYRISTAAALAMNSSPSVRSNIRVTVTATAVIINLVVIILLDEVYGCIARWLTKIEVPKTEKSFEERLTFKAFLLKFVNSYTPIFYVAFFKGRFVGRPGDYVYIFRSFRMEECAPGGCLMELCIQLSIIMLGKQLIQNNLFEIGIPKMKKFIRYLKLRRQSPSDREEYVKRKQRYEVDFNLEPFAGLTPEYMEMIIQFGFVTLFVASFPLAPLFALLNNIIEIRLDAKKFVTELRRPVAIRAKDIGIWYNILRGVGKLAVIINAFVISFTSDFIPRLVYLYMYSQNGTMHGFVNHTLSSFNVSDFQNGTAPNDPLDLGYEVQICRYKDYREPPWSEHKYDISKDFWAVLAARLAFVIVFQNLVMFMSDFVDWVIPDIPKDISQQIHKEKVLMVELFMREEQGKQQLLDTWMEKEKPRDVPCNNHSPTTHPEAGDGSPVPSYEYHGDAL
# MrgX1 antag: blocks BAM8-22 activation of human MrgX1 receptor. Q96LB2. MRGX1-HEK293 calcium flux, Fluo-4, BAM8-22 antagonism; stronger effect = lower value. B-score at 10 µM. 310,000 tested, 1.3% active;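 active = calcium-response B-score plate-corrected more than 3 library SD below zero, starting fluorescence within 5 deviations, no agonist response on first addition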;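 note: peak minus trough fluorescence over baseline after final BAM8-22 challenge near maximal dose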
# MrgX1 ag: agonists of human MrgX1 receptor; MrgX1-HEK293 cells, Fluo-4 calcium fluorescence, agonist mode; stronger effect = higher value; 310,000 tested, 0.44% active; Q96LB2; B-score at 10 µM;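 active = calcium response B-score plate-corrected fluorescence ratio at least 3 library SD, with starting fluorescence B-score inside 5 SD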
#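 Material: MrgX1-expressing HEK293 cells; input: 15,000 cells per well; doses: test compound given as first of three sequential additions; schedule: overnight plating before 1 h dye loading; technique: Fluo-4 NW calcium-flux fluorescence, kinetic read; evaluation: baseline-normalised fluorescence change ratio, B-scored; control set: plate-wise positive and negative controls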
# HDAC3 inh: human HDAC3 inhibition; O15379; AID 2718; 320,000 tested, 0.15% active; inhibition, % at 8.3 µM; recombinant HDAC3, fluorogenic peptide/trypsin coupled, fluorescence; in the data active = inhibition above about 26%, passing the limit was not always enough; inconclusive = no clear call, values can overlap the other calls
# ANO1 block: blocks the mouse calcium-activated chloride channel TMEM16A | AID 588511 | HEK293 TMEM16A/YFP iodide influx fluorescence, ionomycin | 310,000 tested, 1.2% active | normalized B-score (activity score, 25-100; higher = stronger inhibition) at 10 µM;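 active = ratio plate-corrected score three or more library SD toward inhibition, starting fluorescence score within five deviations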;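 note: score derived from kinetic fluorescence span divided by baseline fluorescence per well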
# An asterisk follows results filed as active; i = inactive; ? = inconclusive; · = no result given. Rows were taken by chance; any-hit rate near 6.7%.
SMILES,TRPC6 activator,TRPC6 inhibitor,MrgX1 PAM,RGS4 block,SKKanGAS inh,RGS4 act,TMEM16A act,MrgX1 antag,MrgX1 ag,HDAC3 inh,ANO1 block
OCCNCC12CC3CC(CC(C3)C1)C2,i,i,i,i,1.7,i,i,i,i,-0.2,i
O=C(NNc1cccc(Cl)n1)Nc1ccccc1Cl,i,i,i,i,0.4,i,i,i,i,-3.1,i
Clc1ccc(NNc2ccnc3cc(Cl)ccc23)cc1,i,i,i,i,-11.9,i,i,i,i,-2.3,i
CC(C)N(C(=O)COC(=O)[C@H](C)NC(=O)c1ccco1)c1ccccc1,i,i,i,i,6.4,i,i,i,i,8.9,i
O=C(/C=C/c1ccco1)N1CCN(c2ccccc2)CC1,i,i,i,i,-6.6,i,i,i,i,6.7,i
CCOC(=O)N1CCN(CC(O)c2ccc3c(c2)CCN3)CC1 (stereo unspecified),i,i,i,i,-1.2,i,i,i,i,0.8,i
Nc1c(NCCN2CCOCC2)c2ccccc2oc1=O,i,i,i,i,0.5,i,i,i,i,1.7,i
CCC(CC)c1nnc(NC(=O)CS(=O)(=O)c2ccc(C)cc2)s1,i,i,i,i,-1.5,i,i,i,i,5.4,i
Cc1cccn2c(=O)c3cc(C(=O)NCCCN4CCCC4=O)n(C)c3nc12,i,i,i,i,-0.9,i,i,i,i,-43.1,i
CCCCCn1c(=O)c2ccccc2n2c(=S)[nH]nc12,i,i,i,i,22.9,i,i,i,i,4.5,i
O=C(NCc1ccco1)C1CCN(S(=O)(=O)c2cccc3cccnc23)CC1,i,i,i,i,-5.0,i,i,i,i,5.0,i
CC(=O)Nc1cccc(Oc2ccc(-c3noc(C)n3)cc2)c1,i,i,i,i,-1.6,i,·,i,i,-4.0,i
CCn1cc(/C=C(\NC(=O)c2cc(OC)c(OC)c(OC)c2)C(=O)NCCN2CCOCC2)c2ccccc21,i,i,i,i,1.0,i,i,i,i,?,i
CCOC(=O)c1cnc(SCC(=O)NNC(=O)c2ccco2)nc1N,i,i,i,i,-4.3,i,i,i,i,1.0,i
Cc1cc(C(=O)NNC(=O)c2cccc(S(=O)(=O)N3CCOCC3)c2)c2ccccc2n1,i,i,i,i,1.1,i,i,i,i,1.2,i
Cc1c2ccccc2cc[n+]1CCCS(=O)(=O)[O-],i,i,i,i,-0.3,i,i,i,i,0.3,i
COc1ccc2[nH]c(-c3cccc(F)c3)cc(=O)c2c1,i,i,i,i,1.6,i,i,i,i,-22.0,i
C=C(C)c1cccc(C(C)(C)NC(=O)Nc2ccc(OC)cc2)c1,i,i,i,i,4.3,i,i,i,i,2.7,i
Cc1sc(NC(=O)CCCC(=O)O)c(C#N)c1C,i,i,i,i,-8.3,i,i,i,i,7.6,i
COc1cc(/C=N/NC(=O)CCNC(=O)c2ccccc2Cl)ccc1O,i,i,i,i,-4.9,i,i,i,i,6.3,i
CC(C)C(=O)Nc1cccc(NC(=S)NC(=O)c2ccc(Cl)cc2)c1,i,i,i,i,-4.5,i,i,i,i,1.6,i
O=C(Nc1ccc2c(c1)CCC2)c1cc(S(=O)(=O)N2CCN(c3ccccc3)CC2)ccc1Cl,i,i,i,i,5.3,i,i,i,i,2.5,i
Cc1nc(NC(=O)c2ccc(Cl)cc2)sc1-c1csc(Nc2cccc(F)c2)n1,i,i,i,i,73.4*,i,·,i,i,5.5,i
Cc1cc(C)nc(NC(=O)c2ccc3c(c2)OCO3)c1,i,i,i,i,6.1,i,·,i,i,0.7,i
CCOC(=O)c1cc(NC(=O)N2CCCc3ccccc32)c(C)nc1C,i,i,i,i,-5.5,i,i,i,i,4.3,i
CC(=O)N1CCN(c2ccc(NC(=O)c3ccc(F)cc3)cc2)CC1,i,i,i,i,-0.3,i,i,i,i,-1.8,i
CCCCNC(=O)/C=C/c1cccs1,i,i,i,i,3.1,i,i,i,i,-0.3,i
COc1ccc(C(=O)Cn2c(NCCO)nc3ccccc32)cc1,i,i,i,i,-1.5,i,i,i,i,-0.2,i
COc1ccc(OC)c(-c2csc(NC(=O)Cc3cccs3)n2)c1,i,i,7.24*,i,-12.0,i,i,i,i,-4.5,i
CSc1nc2c(c(=O)[nH]1)C(c1ccc(Cl)cc1)CC(=O)N2 (stereo unspecified),i,i,i,i,-5.2,i,i,i,i,-7.2,i
CCOC(=O)C(=O)N1CCC(Cc2ccccc2)CC1,i,i,i,i,-2.3,i,i,i,i,-1.1,i
CCOC(=O)C1CCN(C(=O)Cc2cccs2)CC1,i,i,i,i,5.8,i,i,i,i,3.7,i
O=C(CCCNS(=O)(=O)c1ccc(F)cc1)Nc1ccc(F)cc1,i,i,i,i,-43.7,i,i,i,i,0.9,i
CCOc1cc(/C=C2/C(=O)N(c3ccccc3)N=C2C)ccc1OC(=O)c1cccs1,i,i,i,i,-4.9,i,i,i,i,4.0,25*
COc1cccc(NC(=O)N2CCN(c3ccc(C(F)(F)F)cn3)CC2)c1,i,i,i,i,-0.1,i,i,i,i,-3.0,i
O=C(N/N=C/c1ccc(Cl)s1)C(O)c1ccccc1 (stereo unspecified),i,i,i,i,-0.5,i,i,i,i,3.4,i
Cc1cccc(Cl)c1NC(=O)N1CCN(c2ccnc3cc(Cl)ccc23)CC1,i,i,i,i,8.1,i,i,i,i,6.6,i
S=C(NCc1ccc(Cl)cc1)Nc1ccccc1Cl,i,i,i,i,0.0,i,i,i,i,-1.0,i
Cc1ccc(C(=O)Nc2cnc3sc(C)nn3c2=O)cc1,i,i,i,i,7.0,i,i,i,i,2.7,i
Cc1c(C)n(CCc2ccccc2)c2ncnc(NCCCO)c12,i,i,i,i,0.3,i,i,i,i,-0.3,i
CCOC(=O)C(C)n1nc(/C=C/c2ccc(OC)cc2)ccc1=O (stereo unspecified),i,i,i,i,0.8,i,i,i,i,12.0,i
Cc1nc2ccccc2nc1OCC(=O)Nc1ccccc1,i,i,i,i,-3.3,i,i,i,i,-16.7,i
CC(C)(C)C1=CC(=Nc2ccccc2N)C=C(C(C)(C)C)C1=O,i,i,i,i,11.1,i,i,i,i,-13.4,i
CC(C)(Sc1cc(C(C)(C)C)c(O)c(C(C)(C)C)c1)Sc1cc(C(C)(C)C)c(O)c(C(C)(C)C)c1,i,i,i,i,3.3,i,i,i,i,-1.4,i
Cc1ccc(C(C(=O)NC2CCCCC2)N(CCCN2CCOCC2)C(=O)c2snc(C(N)=O)c2N)cc1 (stereo unspecified),i,i,i,i,4.4,i,i,i,i,-4.8,i
CCOc1ccc(-n2cc(-c3ccccc3)c3c(N4CCOCC4)ncnc32)cc1,i,i,i,i,27.8,-8.17*,i,i,i,0.3,i
COc1ccc(/C=N/NC(=O)c2ccc(-c3ccccc3)cc2)cc1O,i,i,i,i,0.4,i,i,i,i,7.8,i
CCC(C)c1ccc(NC(=S)NC2CCN(Cc3ccccc3)CC2)cc1 (stereo unspecified),i,i,i,i,-8.4,i,i,i,i,4.2,i
COC(c1ccc(Cl)cc1)(c1ccc(Cl)cc1)C(Oc1nc(C)cc(C)n1)C(=O)O (stereo unspecified),i,i,i,i,3.3,i,i,i,i,2.1,i
Cc1sc(NC(=O)CN(Cc2ccc(F)cc2)C(=O)C(C)(C)C)c(C(N)=O)c1C,i,i,i,i,-4.6,i,i,i,i,1.5,i

# Continuation.
SMILES,TRPC6 activator,TRPC6 inhibitor,MrgX1 PAM,RGS4 block,SKKanGAS inh,RGS4 act,TMEM16A act,MrgX1 antag,MrgX1 ag,HDAC3 inh,ANO1 block
Cc1cccc(C)c1NC(=O)C1CCCN1S(=O)(=O)c1ccc(-c2ccc(=O)[nH]n2)s1 (stereo unspecified),i,i,i,i,4.2,i,i,i,i,-7.3,i
O=C1c2ccccc2C(Nc2ccc(-c3nc4ccccc4[nH]3)cc2)N1Cc1ccco1 (stereo unspecified),i,i,i,i,15.1,i,i,i,i,·,i
COc1ccc(-c2nc(CS(=O)(=O)CC(=O)NC3CCCCC3C)c(C)o2)cc1 (stereo unspecified),i,i,i,i,-5.4,i,i,i,i,1.8,i
CCc1c(C)nc2ncnn2c1NCCc1ccc(Cl)cc1,i,i,i,i,15.9,i,i,i,i,-1.4,i
COc1cc(-c2noc(CCC(N)=O)n2)cc(OC)c1OC,i,i,·,i,-2.5,i,·,·,·,·,·
Cc1ccc2nc3nc(NCC4CCCO4)c(C(=O)NC4CCCC4)cc3c(=O)n2c1 (stereo unspecified),i,i,i,i,-2.6,i,i,i,i,-23.5,i
Cc1occc1C(=O)N/N=C/c1ccc[nH]1,i,i,i,i,-0.2,i,i,i,i,12.5,i
CC(C)[C@H](NC(=O)[C@@H]1Cc2ccccc2CN1)C(=O)Nc1ccc2c(c1)OCCO2,i,i,i,i,-7.2,i,i,i,i,7.2,i
CC(=O)N[C@@H](Cc1ccc(O)cc1)CN1C(N)=NC[C@@H]1CC(C)C,i,i,i,i,0.1,i,i,i,i,-0.2,i
Cc1c(NS(=O)(=O)c2ccc3c(c2)c(=O)n(C)c(=O)n3C)c(=O)n(-c2ccccc2)n1C,i,i,i,i,-2.6,i,i,i,i,-10.1,i
CCN(CC)c1ccc(/C=N/N2CCOCC2)c(O)c1,i,i,i,i,-16.9,i,i,i,i,3.6,i
Cc1[nH]n(-c2ccccc2)c(=O)c1N=Nc1ccc2c(c1)OCCO2,i,i,i,i,7.5,i,i,i,i,-10.3,i
COc1cc2c(cc1OC)C(=S)NC1(CCCC1)C2,i,i,i,i,-0.9,i,i,i,i,6.0,i
Cc1ccc2nc(SCC(=O)Nc3ccc(F)cc3F)nc(=O)n2c1,i,i,i,i,-5.1,i,i,i,i,4.1,i
c1ccc(-c2cc(-c3ccncc3)nc3ccc4ccccc4c23)cc1,i,i,i,i,100.1*,i,i,i,i,-1.5,i
CCCn1c(=O)c2ccccc2n2c(SCCOc3ccc(OC)cc3)nnc12,i,i,i,i,-10.2,i,i,i,i,0.6,i
O=C(c1ccco1)N1CCN(C(=O)c2ccc(CS(=O)c3ccc(F)cc3)o2)CC1 (stereo unspecified),i,i,i,i,-5.0,i,i,i,i,-3.2,i
S=C(Nc1ccccc1Cl)N1CCCC(c2ccccc2)=N1,i,i,i,i,1.1,i,i,i,i,-1.7,i
CN(C)c1ccc(C(=S)N2CCOCC2)cc1,·,·,i,·,·,·,i,i,i,10.3,i
COCCN(Cc1ccc(C)c(Br)c1)C(=O)Cn1cnc(S(=O)(=O)N2CCCC2)c1,i,i,i,i,0.3,i,i,i,i,-2.7,i
COc1cc2c(cc1NC(=O)CSc1nnc(COc3ccc(Cl)cc3)n1C)oc1ccccc12,i,i,i,i,31.4,i,i,i,i,4.5,i
